Screens as filed in PubChem BioAssay.
D1 agonist: activates the human D1 dopamine receptor; P21728; HEK293 T-REx D1 cells, calcium flux, agonist mode; activation, % at 2 µM; hit rate 1% among 360,000; AID 504660; note: 0% is about no effect
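Tetracycline-induced HEK293 TREx D1 cells, force-coupled to calcium signalling, were dye-loaded with a no-wash calcium kit. Compound was pin-added after a 10 s baseline. Fluorescence was read kinetically at 1 cycle/s for 180 s, with calcium rises flagged as agonism.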
D2 antag: antagonizes the human D2 dopamine receptor. hit rate 2% among 340,000. inhibition, % at 10 µM. HEK293 TREx D2 cells, calcium flux, dopamine EC80; in the data active = inhibition above about 30%; note: 0% is about no effect
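HEK293 T-REx D2 cells, tet-induced, calcium dye no-wash. Cpd pintool add, 180 s kinetic, then EC80 DA, 180 s kinetic. Ca flux read.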
D1 antagonist: antagonists of human D1 dopamine receptor | HEK293 TREx D1 cells, calcium flux, dopamine EC80; active compounds read low | activity change, negative = inhibition, % at 10 µM | hit rate 3.2% among 360,000 | AID 504652; in the data active = activity change below about -30%; note: % is set by controls: 0 for no effect and ±100 for the full control effect
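Tetracycline-induced HEK293 T-REx cells with force-coupled D1 receptor were loaded with a no-wash calcium dye. Compound was added after a 10 s baseline and read kinetically for 180 s; EC80 dopamine was then added and calcium flux followed another 180 s.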
D2 PAM: D2 dopamine receptor (human) potentiation; P14416; HEK293 T-REx D2, calcium flux, EC20 dopamine potentiation; potentiation, % at 10 µM; hit rate 0.34% among 340,000; AID 485347;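 active = potentiation over 3 SD above the plate norm, cut at about 30% in these data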; note: 0% is about no effect
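Tetracycline-induced HEK293 T-REx cells force-coupled to calcium signalling expressed D2; compounds were pin-added after a 10 s baseline, read kinetically 180 s, then an EC20 dopamine challenge followed with a further 180 s calcium read.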
RXFP1 antagonist: antagonists of human relaxin receptor RXFP1; Q9HBX9; HEK293-RXFP1, relaxin-stimulated cAMP HTRF, 30 min; active compounds read low; activity change, negative = inhibition, % at 57.5 µM; hit rate 0.59% among 350,000; AID 1259400;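 active = activity change of -60% or lower, but not beyond a set lower limit; inconclusive = change between -60% and -40%, or beyond the set limit; inactive = change above -40%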; note: % is set by controls: 0 for no effect and ±100 for the full control effect
Target sequence (Q9HBX9 whole entry, looked up): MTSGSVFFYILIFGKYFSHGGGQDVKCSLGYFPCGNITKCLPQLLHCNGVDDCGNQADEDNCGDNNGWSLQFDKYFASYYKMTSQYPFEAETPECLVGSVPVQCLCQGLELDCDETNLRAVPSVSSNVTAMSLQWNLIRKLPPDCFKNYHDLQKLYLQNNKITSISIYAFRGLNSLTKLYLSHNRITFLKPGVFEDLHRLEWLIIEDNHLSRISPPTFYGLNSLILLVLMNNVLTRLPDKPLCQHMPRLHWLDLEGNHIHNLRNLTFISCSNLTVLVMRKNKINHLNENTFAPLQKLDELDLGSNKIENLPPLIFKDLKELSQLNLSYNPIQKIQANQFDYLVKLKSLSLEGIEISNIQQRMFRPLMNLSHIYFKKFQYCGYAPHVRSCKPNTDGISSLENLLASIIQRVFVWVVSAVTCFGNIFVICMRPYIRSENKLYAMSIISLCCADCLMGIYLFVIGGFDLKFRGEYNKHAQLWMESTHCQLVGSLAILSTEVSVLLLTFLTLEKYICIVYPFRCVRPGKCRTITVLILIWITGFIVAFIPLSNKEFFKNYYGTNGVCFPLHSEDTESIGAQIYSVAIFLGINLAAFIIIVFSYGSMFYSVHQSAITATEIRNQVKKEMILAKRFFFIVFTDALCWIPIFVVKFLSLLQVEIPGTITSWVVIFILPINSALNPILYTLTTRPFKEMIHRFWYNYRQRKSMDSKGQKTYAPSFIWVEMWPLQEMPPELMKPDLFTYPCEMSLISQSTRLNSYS
D2 ag: agonists of human D2 dopamine receptor; HEK293 T-REx D2 cells, calcium flux agonist mode; activation, % at 2 µM; P14416; hit rate 0.53% among 340,000;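 active = activation over 3 SD above normal in the single-dose calcium agonist read, cut at about 30% in these data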; note: 0% is about no effect
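Tetracycline-induced HEK293 T-REx cells with force-coupled D2 receptor, plated overnight at 30 C, loaded with no-wash calcium dye. After a 10 s baseline, compound was pin-added and calcium flux read kinetically for 180 s; calcium rises flagged agonists.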
TRHR ag: activates the human TRH receptor; TRHR cells, calcium flux fluo-8, FDSS agonist mode; activation, % at 2 µM; hit rate 0.18% among 360,000; AID 493084; note: 0% is about no effect
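In this calcium-flux screen, cells bearing human TRHR are dye-loaded with fluo-8, baselined for 10 cycles, then exposed to library compounds; positive kinetic calcium responses during the agonist phase mark hits, with TRH as control.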
D1 PAM: human D1 dopamine receptor positive modulation. P21728. HEK293 TREx D1 cells, calcium flux, dopamine EC20 potentiation. potentiation, % at 10 µM. hit rate 0.036% among 360,000. AID 504651; in the data active = potentiation above about 30%; note: 0% is about no effect
TRHR enhancer: allosteric enhancers of human TRH receptor; P34981; TRHR cells, fluo-8 calcium fluorescence, EC20 TRH enhancement; enhancement, % at 2 µM; hit rate 0.66% among 360,000; AID 493056; in the data active = enhancement above about 30%; note: 0% is about no effect
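TRHR-expressing cells loaded with fluo-8 calcium dye were read kinetically (ex 480/em 530) during compound addition, then stimulated with an EC20 of TRH (10 nM final). Enhancement of the Gq-mediated intracellular calcium response was scored.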
An asterisk follows results filed as active; ? = inconclusive; . = not tested or not shown. Cut-off read from the data, not from the text of the source, unless noted: active = activation above about 30%; inactive = the rest.

SMILES | D1 agonist | D2 antag | D1 antagonist | D2 PAM | RXFP1 antagonist | D2 ag | TRHR ag | D1 PAM | TRHR enhancer
COc1ccccc1CNC(=O)C1CCCN(S(=O)(=O)c2cccc3cccnc23)C1 (configuration not stated) | -1.3 | 4.7 | -6.5 | 3.9 | . | 0.0 | -0.7 | 2.4 | -0.1
COc1ccc2c(c1)C(c1ccccc1)=NNC(c1ccco1)=N2 | 0.8 | 8.4 | 2.6 | 0.3 | 5.9 | 0.1 | -0.5 | -3.9 | -1.3
O=Cc1ccc(-c2ccc(F)cc2)o1 | 0.3 | 10.9 | -2.9 | -3.2 | 3.4 | 0.7 | -0.4 | 7.5 | 4.6
C=CCSc1cc(C)nc2c(-c3ccccc3)c(C)nn12 | 1.0 | . | -2.1 | -4.0 | -30.3 | -0.3 | 0.2 | -4.9 | 2.9
Cc1ccc2c(c1)-c1c(cnn1CC(=O)N1CCN(c3ccccc3F)CC1)CO2 | 0.8 | . | 45.8 | -1.5 | . | 0.0 | -0.1 | 8.5 | 1.4
CN(C)C1=NCCN1CCC1CCCCC1 | 1.6 | -1.2 | 3.5 | 13.3 | . | 0.0 | 0.2 | -2.7 | 3.2
COc1ccc(C)cc1C1=Nc2ccccc2C1(C)C | 2.3 | . | 5.4 | 7.6 | -1.3 | . | -0.9 | -3.4 | -7.2
Cc1ccc2c(c1)nnn2C1CCN(C(=O)C23CC4CC(CC(C4)C2)C3)CC1 | -0.8 | -2.8 | -9.5 | -11.6 | -3.5 | -0.2 | -0.5 | -4.4 | 1.1
Cc1ccc(S(=O)(=O)/C(C#N)=C/c2c(N3CCN(Cc4ccccc4)CC3)nc3ccccn3c2=O)cc1 | 10.7 | 3.6 | -7.7 | -1.9 | -22.3 | 2.0 | 1.0 | -1.4 | -7.9
CCOC(=O)N1C(=O)[C@@](CC)(c2ccccc2)N1C(=O)OCC | 0.4 | -4.0 | -22.0 | 0.3 | . | 0.3 | 0.4 | -2.5 | -9.8
COc1ccccc1C(=O)N1CCN=C1SC | 0.4 | -22.0 | -4.2 | -9.0 | -4.9 | -0.4 | 0.1 | -4.8 | -3.9
O=C(CCSc1ccccc1)NCCSc1ccccn1 | 1.3 | -1.3 | -1.6 | -12.2 | 8.3 | -1.4 | -0.6 | -5.2 | -0.4
O=C(Nc1ccc(NC(=O)c2ccc([N+](=O)[O-])cc2[N+](=O)[O-])cc1)c1ccco1 | 2.5 | 0.2 | -17.8 | -12.6 | -24.4 | 46.7* | 0.0 | 2.0 | -2.2
O=S(=O)(NCCc1csc(-c2cccc(F)c2)n1)c1cc(F)ccc1F | 7.3 | . | -0.6 | 1.5 | -11.1 | -0.2 | -0.4 | -3.8 | -2.2
CCC(CCCO)CCC[C@H](C)CCC1OCCO1 (some centres not stated) | 0.9 | -3.3 | . | 5.0 | . | 0.2 | 1.1 | 2.3 | -2.8
CCOc1ccc(NC(=O)CSc2nc(=O)n(Cc3cccnc3)c3c2CCC3)cc1 | 2.1 | 24.7 | -2.2 | 4.9 | 3.7 | -0.2 | -0.7 | -11.9 | -0.7
COc1ccc2occ(C(=O)c3ccc(N)cc3)c2c1 | 2.9 | 2.1 | 0.5 | -7.1 | 5.8 | -0.3 | -0.4 | -10.9 | -4.0
NC(=O)NC(=O)COC(=O)CCSc1ccccc1 | 3.4 | 20.8 | 3.0 | -1.1 | 10.0 | 10.9 | 0.8 | -6.9 | -0.5
O=C(C1=C(O)C(=O)N(CCc2ccccc2)C1c1cccnc1)c1ccco1 (configuration not stated) | 0.8 | -9.9 | -4.2 | 3.7 | 18.0 | 0.0 | -0.5 | 5.0 | 8.0
CCCn1c(=O)c2sccc2n2c(CCCC(=O)NC3CCN(Cc4ccccc4)CC3)nnc12 | 4.2 | -3.3 | -11.7 | 1.9 | -7.4 | 0.2 | -0.1 | -5.9 | 2.7

3 entries from above, set out differently.
structure: CCC(CCCO)CCC[C@H](C)CCC1OCCO1 (some centres not stated)
- D1 agonist: 0.9
- D2 antag: -3.3
- D1 antagonist: .
- D2 PAM: 5.0
- RXFP1 antagonist: .
- D2 ag: 0.2
- TRHR ag: 1.1
- D1 PAM: 2.3
- TRHR enhancer: -2.8
structure: O=Cc1ccc(-c2ccc(F)cc2)o1
- D1 agonist: 0.3
- D2 antag: 10.9
- D1 antagonist: -2.9
- D2 PAM: -3.2
- RXFP1 antagonist: 3.4
- D2 ag: 0.7
- TRHR ag: -0.4
- D1 PAM: 7.5
- TRHR enhancer: 4.6
structure: Cc1ccc2c(c1)nnn2C1CCN(C(=O)C23CC4CC(CC(C4)C2)C3)CC1
- D1 agonist: -0.8
- D2 antag: -2.8
- D1 antagonist: -9.5
- D2 PAM: -11.6
- RXFP1 antagonist: -3.5
- D2 ag: -0.2
- TRHR ag: -0.5
- D1 PAM: -4.4
- TRHR enhancer: 1.1

2 of these compounds in another layout:
Order of results – D1 agonist	D2 antag	D1 antagonist	D2 PAM	RXFP1 antagonist	D2 ag	TRHR ag	D1 PAM	TRHR enhancer
CCC(CCCO)CCC[C@H](C)CCC1OCCO1 (some centres not stated)
 : 0.9	-3.3	.	5.0	.	0.2	1.1	2.3	-2.8
CCOc1ccc(NC(=O)CSc2nc(=O)n(Cc3cccnc3)c3c2CCC3)cc1
 : 2.1	24.7	-2.2	4.9	3.7	-0.2	-0.7	-11.9	-0.7

The listing continues.
SMILES | D1 agonist | D2 antag | D1 antagonist | D2 PAM | RXFP1 antagonist | D2 ag | TRHR ag | D1 PAM | TRHR enhancer
Cc1ccc(C(C)C)c(OCc2ccc(-c3nnco3)cc2)c1 | 9.9 | 3.9 | 24.6 | -9.0 | -33.6 | 0.6 | 0.7 | 6.5 | 4.7
Cn1c(NCc2ccccc2O)nc2ccccc21 | -0.1 | 19.9 | 12.6 | 13.0 | 2.9 | -0.3 | -0.2 | 7.1 | 8.0
Cc1ccc(-c2noc(CCC(=O)NC3CCCC3)n2)cc1 | 4.0 | 0.1 | 5.5 | 10.6 | 8.3 | 0.0 | -1.0 | -5.6 | -2.1
O=c1[nH]c(Nc2ccc3c(c2)OCCO3)nnc1Cc1ccccc1 | 0.3 | 48.6* | -18.9 | 2.5 | -11.0 | -0.1 | -0.4 | -1.6 | 2.2
O=C1CC(SCc2nc3ccccc3[nH]2)C(=O)N1c1ccc(F)c(Cl)c1 (configuration not stated) | 1.9 | 5.5 | -5.4 | 0.2 | -14.5 | -0.6 | -0.1 | 3.5 | -2.1
Fc1ccc(Nc2ncnc3onc(-c4cccc(Cl)c4)c23)c(F)c1 | -1.9 | . | -45.2* | -7.8 | . | 0.6 | 0.2 | -3.5 | -9.4
Cc1ccccc1CN1C(=O)c2ccccc2Sc2ccc(C(=O)N3CCCC3)cc21 | -1.0 | . | 6.3 | -6.5 | ? | . | -0.6 | -0.5 | -10.8
O=C(/C(Br)=C/Nc1cc(Cl)ccc1Cl)C(F)(F)F | 0.0 | -7.5 | -1.4 | -0.3 | 10.5 | -1.6 | -1.2 | -5.7 | 19.6
CC(C)CN(C(=O)COC(=O)CNC(=O)c1sc2ccccc2c1Cl)C1CCS(=O)(=O)C1 (configuration not stated) | 1.4 | -7.6 | 1.3 | 16.9 | -3.8 | -0.6 | -0.2 | 4.0 | -0.3
CCOc1ccc(NC(=O)c2ccc3nc(Cc4ccccc4)oc3c2)cc1 | 2.8 | . | 0.5 | 8.0 | -15.8 | 0.0 | -0.1 | 0.9 | 1.6
Cc1cnc2cc(Cl)ccc2c1SCC(=O)O | 0.6 | 13.0 | -19.5 | -6.6 | 11.4 | -0.8 | 0.9 | -5.0 | 14.8
COc1ccc(Cl)cc1NS(=O)(=O)c1c(C)nc2scc(C)n2c1=O | 3.1 | . | -14.3 | -4.6 | -13.4 | 1.1 | 1.3 | -2.0 | -0.8
O=C(NCc1ccco1)NC1CCCCC1 | 1.4 | 3.9 | -8.2 | -0.5 | -2.2 | 0.7 | 0.7 | -3.7 | -0.3
O=C(COc1ccccc1)N1CCN(C(=O)c2cccs2)CC1 | 0.6 | 4.4 | -3.0 | 4.0 | 3.1 | -0.3 | -0.1 | -4.4 | 2.1
CCOc1ccc(N(CC(=O)NC2CCCC2)S(=O)(=O)c2c(C)noc2C)cc1 | -0.1 | 0.8 | -14.7 | -3.7 | . | -0.3 | -0.4 | -3.1 | -3.3
CC(C)C(=O)Nc1ccccc1OCc1cc(=O)n2ccccc2n1 | 0.1 | . | -18.6 | 6.0 | 12.1 | 0.6 | 0.1 | -1.6 | 1.5
COc1ccc(-c2noc(CSc3nnc(-c4ccncc4)n3-c3cccc(C)c3)n2)cc1OC | 2.2 | . | -8.2 | 14.2 | . | . | 0.1 | -1.1 | -1.8
CCc1ccc(-c2nc(CS(=O)CC(=O)NCCN3CCCCCC3)c(C)o2)cc1 (configuration not stated) | -0.2 | -2.7 | 14.9 | 4.2 | -13.5 | 0.9 | 0.3 | -1.2 | 21.5
CCOC(=O)c1oc2ccccc2c1NC(=O)c1ccco1 | -0.2 | . | -7.7 | . | -0.1 | . | 0.3 | -0.8 | -15.9
COc1cc(C(=O)Nc2ccc(C)cc2)c(-n2cnnn2)cc1OC | 1.6 | -6.3 | -0.2 | -12.3 | 4.1 | 0.2 | 0.3 | -2.5 | -9.1
O=C(Cc1ccc(F)cc1)N/N=C/c1ccc(-c2ccc(Cl)c(C(=O)O)c2)o1 | 1.1 | 5.1 | -4.1 | 2.8 | 5.7 | 4.2 | -0.4 | -9.0 | -7.0
COc1ccc(-n2c(=O)c3c4c(sc3n(Cc3ccccc3)c2=O)CCC4)c(OC)c1 | 3.8 | . | -13.2 | 21.9 | -25.2 | 0.8 | 0.1 | 0.9 | -0.3
COc1ccc2nc(CNC(=O)C3CCC(=O)N(CCc4ccccc4)C3)[nH]c2c1 (configuration not stated) | 7.1 | -5.2 | 5.1 | -4.5 | 3.1 | 0.8 | 0.3 | 0.2 | -0.7
CCN(CC(=O)NC1CCS(=O)(=O)C1)S(=O)(=O)c1ccccc1 (configuration not stated) | 2.3 | -13.0 | -5.0 | 2.1 | 3.8 | 2.8 | 0.2 | 11.1 | -1.7
COc1cc(-c2nc(C(N)=O)c3c(n2)n(-c2cccc(C)c2)c(=O)n3C)cc(OC)c1OC | 1.4 | . | 14.0 | -2.0 | . | 0.2 | 0.2 | -0.4 | -2.5
COc1cc(C(=O)NNC(=O)COc2cccc(F)c2)ccc1OCC(=O)N1CCOCC1 | 1.4 | 0.3 | -3.5 | 11.6 | -1.6 | 0.4 | 0.3 | -0.7 | -6.2
COc1ccc(C(=O)NNC(=O)CSc2nnnn2C)cc1 | 4.4 | -1.1 | -3.6 | 2.4 | 3.0 | -0.1 | 0.2 | -5.2 | 3.1
CCCOC(=O)Nc1ccccc1C(N)=O | 0.6 | . | 7.6 | . | -13.4 | . | 0.1 | 2.2 | 2.0
N=c1oc2cc(O)ccc2cc1C(=O)Nc1ccc(Cl)cc1 | 6.8 | . | -26.7 | . | 0.3 | . | 18.3 | -7.8 | -6.1
CCOC(=O)c1ccc(-c2ccc(/C=N/NC(=O)c3cncc(Br)c3)o2)cc1 | 0.4 | 18.8 | 5.8 | -1.5 | -10.3 | 0.8 | -0.1 | -0.6 | -1.0
O=C(CN1C(=O)c2cccc3cccc1c23)NCc1cccnc1 | 0.2 | 6.9 | -14.4 | 4.3 | -4.5 | 1.3 | -0.4 | -7.0 | -6.2
